Source: PubChem (National Center for Advancing Translational Sciences (NCATS))
LmPK inh = qHTS Assay for Inhibitors of Leishmania Mexicana Pyruvate Kinase (LmPK) | purified LmPK, Kinase-Glo ATP luminescence, 1 h | Q27686 | Potency, µM (top dose mostly 57.5 µM), inactives show top-dose activity change, negative = inhibition, most hits filed as inhibitors | 290,000 tested, 0.37% active | AID 1721, 2009
Target sequence (Q27686 whole entry, looked up): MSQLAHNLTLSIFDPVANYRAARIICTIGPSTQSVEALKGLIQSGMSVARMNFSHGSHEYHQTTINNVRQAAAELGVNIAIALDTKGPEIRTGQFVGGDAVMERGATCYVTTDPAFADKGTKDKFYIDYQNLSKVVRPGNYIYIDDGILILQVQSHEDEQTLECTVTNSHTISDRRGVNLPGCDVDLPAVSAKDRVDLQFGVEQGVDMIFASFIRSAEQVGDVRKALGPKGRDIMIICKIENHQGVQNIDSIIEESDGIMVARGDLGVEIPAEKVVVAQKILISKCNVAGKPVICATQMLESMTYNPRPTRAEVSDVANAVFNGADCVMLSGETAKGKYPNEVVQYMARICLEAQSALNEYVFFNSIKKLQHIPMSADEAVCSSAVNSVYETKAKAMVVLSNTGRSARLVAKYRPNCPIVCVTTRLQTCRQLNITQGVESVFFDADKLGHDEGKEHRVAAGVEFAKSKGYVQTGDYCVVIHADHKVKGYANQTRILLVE
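In 50 mM imidazole pH 7.2 with 7 mM MgCl2, LmPK (0.1 nM) turned over PEP (0.5 mM) and ADP (0.1 mM) for 1 h at room temperature. Luciferase read-out of ATP.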
AMA1 RON2 block = qHTS for Inhibitors of AMA1-RON; Towards Development of Antimalarial Drug Lead: Primary Screen. Plasmodium falciparum AMA1 (3D7) - RON2 peptide interaction. AlphaScreen AMA1-biotinylated RON2 peptide binding. Potency, µM (series often up to 58.2 µM), without a hit: at the top dose activity change, negative = inhibition, most hits filed as inhibitors. 360,000 tested, 0.2% active;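 also: 0% = vehicle wells and -100% = peptide control; nearly all actives have a fitted effect of over 45% in size; some results filed as inactive show a strong effect at the top dose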
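AMA1 (3D7) with his tag at 25 nM final met compounds first, then biotinylated RON2 peptide at 25 nM; detection used donor plus acceptor beads, 10 µg/mL apiece, read by AlphaScreen after 30 min at room temperature.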
Tb PYK inh = qHTS of Trypanosoma Brucei Inhibitors; TbPYK enzyme, Kinase-Glo Plus ATP luminescence, 45 min; Potency, µM (highest dose often 76.8 µM), without a hit: at the highest dose activity, negative = inhibition, actives largely listed as inhibitors; 410,000 tested, 0.12% active; AID 624173, 2012; also: nearly all actives have a fitted effect of over 50% in size
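Quantitative HTS: titrated library compounds versus trypanosomal pyruvate kinase in TEA buffer (pH 7.2) containing KCl, MgCl2, BSA and Tween-20. Reactions were initiated with ADP, 130 uM final. Kinase-Glo Plus luminescence was read after 45 min at RT.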
* marks the source's active call; other numbers are inactive results; . = not tested or not shown; [ ] = another dose, or the depositor's remark. Calls follow the shape of the dose curve; as a rule, active = well fitted curve in the direction sought with a large enough effect; inconclusive = small, poorly fitted or top-dose-only effect, or another doubt; inactive = no such curve, though single readings can be large; an effect the other way counts as inactive or inconclusive. Unless noted, % is scaled to controls: 0 for no effect and ±100 for the full control effect; potency is read from the fitted curve at half-maximal effect. Not all compounds are listed; count on the stated rates, not on these rows.

Every second line gives: LmPK inh, AMA1 RON2 block, Tb PYK inh
COc1ccc(-c2nc(SCC(=O)N3CCN(c4ccc(F)cc4)CC3)n[nH]2)cc1
    ., ., 1%
CCCCN(C)CCCNC(=O)Cn1ncc2c3ccccc3n(Cc3ccccc3F)c2c1=O
    ., ., 0%
COc1ccc(OC)c(NC(=O)CCn2cccn2)c1
    ., ., -9%
Cc1cc(C)cc(NC(=O)C2CC(=O)N(c3ccccc3)C2)c1 (stereo not given)
    ., ., -4%
Cc1c(Cl)cccc1NC(=O)CCOc1ccccc1
    ., ., -3%
CCc1ccc(C2=CC(c3c(F)cccc3Cl)n3c(nc4ccccc43)N2)cc1 (stereo not given)
    ., ., -3%
CCOc1ccc(C(=O)NCCn2cc(SCC(=O)Nc3ccc4c(c3)OCCO4)c3ccccc32)cc1
    ., ., 0%
COc1ccc(N2CC(NC(=O)C3CC3)CC2=O)cc1 (stereo not given)
    ., ., 6%
Nc1nonc1-c1nc2ccccc2n1Cc1cccc(Cl)c1
    ., ., 2%
Cc1cccc2sc(N(CCCN(C)C)C(=O)COc3ccccc3)nc12
    ., ., -3%
Cc1ccc(-c2noc(CCC(=O)Nc3ccc(F)cc3Cl)n2)cc1
    ., ., 2%
CC1CCC(NC(=O)c2ccc3c(c2)N(Cc2ccccc2)C(=O)c2ccccc2S3=O)CC1 (stereo not given)
    ., ., -4%
CCc1ccc(CN(Cc2ccco2)C(=O)c2ccc(OC)cc2)cc1
    ., ., 1%
CCOc1ccc(NC(=O)NC(CC)Cn2nnc3ccccc3c2=O)cc1 (stereo not given)
    ., ., -23%
Cc1nnc(N2CCCC(C(=O)NCCc3ccccc3)C2)c2nn(-c3ccccc3)c(C)c12 (stereo not given)
    ., ., 1%

(listing goes on)
Every second line gives: LmPK inh, AMA1 RON2 block, Tb PYK inh
Cc1nc2nc(C(F)(F)F)[nH]n2c(=O)c1Cc1ccccc1
    ., ., -6%
Cc1ccc2oc(-c3cc(NC(=O)c4oc5ccccc5c4C)ccc3Cl)nc2c1
    ., ., 2%
CCOc1ccc(NS(=O)(=O)c2ccc3c(c2)CCCN3C(=O)C2CCC2)cc1
    ., ., -2%
CCOC(=O)c1cccc(Nc2ccc3cc(S(=O)(=O)N4CCCCC4)ccc3n2)c1
    ., ., -2%
Cc1ccc(-c2noc(-c3ccc(N4CCOCC4)c([N+](=O)[O-])c3)n2)cc1
    ., ., 1%
FC(F)Oc1ccc(C2=Nn3c(nnc3-c3ccccc3Cl)SC2)cc1OCC1CC1
    ., ., 2%
CC(C)(C)OC(=O)N1CCC(c2c(C(=O)N3CCCCC3)cnn2-c2ccc(F)cc2)CC1
    ., ., -1%
Cc1cc(NC(=O)CSc2nc3c([nH]c4ccccc43)c(=O)n2-c2cccc(Cl)c2)no1
    ., ., 3%
Clc1ccc(Nc2nc(-c3ccccc3)c3ccccc3n2)c(Cl)c1
    ., ., 2%
CC1=C(c2ccc(F)cc2)S(=O)(=O)N=C1N1CCC(C(=O)NCCc2cccc(C)c2)CC1
    ., ., 4%
O=C(NCc1cccc(Cl)c1)c1cnc(N2CCOCC2)c2ccccc12
    ., ., -5%
CCC(C(=O)NCCc1ccc(OC)c(OC)c1OC)n1nc(C)c2sc3ccccc3c2c1=O (stereo not given)
    ., ., 2%
COc1ccccc1OCc1nc2ccccc2n1Cc1ccccc1
    ., ., -2%
CC1CCN(S(=O)(=O)c2cn(CC(=O)Nc3cccc(C(F)(F)F)c3)c(=O)c3ccccc23)CC1
    ., ., -1%
CCc1ccc(NC(=O)CN2C(=O)C(=O)c3ccccc32)cc1
    ., ., 6%

Remaining list, next part.
Every second line gives: LmPK inh, AMA1 RON2 block, Tb PYK inh
Cc1cc(C)cc(NC(=O)CCCc2nc(-c3ccco3)no2)c1
    ., ., -3%
O=C(Nc1cccc(Cl)c1)C1CCCN(c2ncnc3c2nc2n3CCCCC2)C1 (stereo not given)
    ., ., 3%
Cc1oc2cc3oc(=O)c(CCC(=O)NCCc4ccccc4F)c(C)c3cc2c1C
    ., ., 1%
Cc1cccc(OCC(=O)N(Cc2ccccc2)c2ccccn2)c1
    ., ., 4%
CCCCNc1nc(Oc2ccc(=O)n(-c3ccccc3)n2)nc(N(C)C)n1
    ., ., 0%
CCc1ccc(CNC(=O)c2cc3c(=O)n(Cc4cccs4)ccc3nc2C)cc1
    ., ., -3%
Cc1cccc(NC(=O)Cn2c(=O)n(CCC(=O)N3CCc4ccccc4C3)c(=O)c3ccccc32)c1
    ., ., 3%
CCN(c1cccc(C)c1)S(=O)(=O)c1ccc2[nH]cc(C(=O)NCCCOC)c(=O)c2c1
    ., ., -3%
COc1ccc(OC)c(-c2cc(C(=O)Nc3cccc(Cl)c3C)no2)c1
    ., ., 0%
CC(C)n1cc2c(c1-c1ccccc1Cl)c(=O)n(C)c(=O)n2C
    ., ., 2%
Cc1ccc(S(=O)(=O)c2nc(-c3cccs3)oc2N2CCCCC2)cc1
    ., ., -2%
CCN(Cc1ccccc1)c1ncnc2c1nnn2C
    ., ., 1%
CC1CCc2nc3ncn(Cc4ccccc4C#N)c(=O)c3cc2C1 (stereo not given)
    ., ., 4%
Cc1ccc2[nH]c(C)c(CCNC(=O)c3cc4cc(Br)ccc4oc3=O)c2c1
    ., ., 3%
Cc1cccc(NC(=O)CN2C(=O)CC(c3ccccc3)Sc3ccccc32)c1 (stereo not given)
    ., ., 12%

Other structures.
Every second line gives: LmPK inh, AMA1 RON2 block, Tb PYK inh
CCCC1=Nc2cc(C(=O)NC3CCCCC3)ccc2Sc2ccc(C)cc21
    ., ., 6%
COc1ccc2nc3sc(C(=O)N4CCN(c5ccccc5)CC4)cc3cc2c1
    ., ., 6%
CCN(C(=O)CSc1nnc(-c2cc3occc3n2C)n1-c1ccccc1C)c1cccc(C)c1
    ., ., -5%
COc1ccc(NC(=O)c2ccc(NC(=O)CCS(=O)(=O)c3cccs3)cc2)cc1OC
    ., ., -2%
O=C(O)c1cc(NS(=O)(=O)c2cccc3ccccc23)ccc1O
    2%, ., 3%
Cc1ccc(Nc2nc(N)nc(N)c2N=O)cc1Cl
    ., 37%[activator], .
COC(=O)C[C@@H]1C=C[C@@H](NC(=O)CN(C)C)[C@@H](CO)O1
    ., 6%, .
Cc1cc(N2CCN(C(C(=O)NC3CCCC3)C(C)C)CC2)c2ccccc2n1 (stereo not given)
    ., 0%, .
Cc1cccc(C)c1NC(=O)C(c1ccc(C#N)cc1)n1c(=O)c(-c2cc3ccccc3[nH]2)nc2ccccc21 (stereo not given)
    ., 58%[activator], .
CCCCNC(=O)c1nc(-c2cnc(C)cn2)oc1-c1ccc(Cl)cc1
    ., -1%, .
COCC(=O)N[C@H]1C=C[C@@H](CC(=O)NCc2ccccc2OC)O[C@@H]1CO
    ., 3%, .
CC(C)OC(=O)CC(=O)CC(O)c1cccc([N+](=O)[O-])c1 (stereo not given)
    ., -4%, .
O=C(Nc1ccc2c(c1)OCCO2)C(c1ccccc1F)n1c(=O)c(-c2cc3ccccc3[nH]2)nc2ccccc21 (stereo not given)
    ., 23%, .
COC(=O)[C@@]12C[C@@H](CC(=O)NCCC(C)C)C(=O)N(Cc3cccc4ccccc34)C1=CCC(C)(C)C2
    ., 2%, .
CC(C)NC(=O)C1(C)CN(S(C)(=O)=O)CC(=O)N1CC(F)(F)F (stereo not given)
    ., 1%, .

Whole records as entered above. Order of screens: LmPK inh, AMA1 RON2 block, Tb PYK inh
O=C(Nc1ccc2c(c1)OCCO2)C(c1ccccc1F)n1c(=O)c(-c2cc3ccccc3[nH]2)nc2ccccc21 (stereo not given) as listed: ., 23%, .
CCCCNC(=O)c1nc(-c2cnc(C)cn2)oc1-c1ccc(Cl)cc1 as listed: ., -1%, .
CC(C)OC(=O)CC(=O)CC(O)c1cccc([N+](=O)[O-])c1 (stereo not given) as listed: ., -4%, .
CCN(C(=O)CSc1nnc(-c2cc3occc3n2C)n1-c1ccccc1C)c1cccc(C)c1 as listed: ., ., -5%
CCCC1=Nc2cc(C(=O)NC3CCCCC3)ccc2Sc2ccc(C)cc21 as listed: ., ., 6%

The list goes on:
Every second line gives: LmPK inh, AMA1 RON2 block, Tb PYK inh
CCCCNC(=O)c1nc(-c2cccs2)oc1-c1ccc(Cl)cc1
    ., 4%, .
O=C(NC1CCCCC1)C(c1ccccc1)n1c(=O)c(-c2cc3ccccc3[nH]2)nc2ccccc21 (stereo not given)
    ., 58%[activator], .
CCc1ccc(C2CC3C(CN2S(=O)(=O)c2ccc(C)cc2)[C@@H](O)C[C@@H](c2ccc(CC)cc2)N3S(=O)(=O)c2ccc(C)cc2)cc1 (stereo not given in full)
    ., -9%, .
COC(=O)[C@@]12C[C@@H](CC(=O)N3CCSCC3)C(=O)N(Cc3ccccc3)C1=CCC(C)(C)C2
    ., -12%, .
CCC(c1nc2ccccc2[nH]1)n1c(-c2cnccn2)nc2ccccc21 (stereo not given)
    ., 21%, .
C#CCNC(=O)C[C@@H]1C[C@@]2(C(=O)OCC)CCCC=C2N(Cc2ccccc2)C1=O
    ., 6%, .
CCOC(=O)N1CCN(C(=O)C[C@@H]2C[C@@]3(C(=O)OCC)CCCC=C3N(CCC3=CCCCC3)C2=O)CC1
    ., 17%, .
CO[C@@H]1CN(C)C(=O)c2cc(NC(=O)Nc3ccc4c(c3)OCO4)ccc2OC[C@@H](C)N(C)C[C@H]1C
    ., -3%, .
Cc1ccc(Cc2c(-c3ccc(Cl)cc3)nc3c4ccccc4ccn23)cc1
    ., 5%, .
CCCCN1C(=O)C(CC(=O)NCCc2ccccn2)CC(C(=O)N2CCCCCC2)=C1C (stereo not given)
    ., -4%, .
Cc1cccc(C)c1NC(=O)C1(C)CN(S(C)(=O)=O)CC(=O)N1CC(F)(F)F (stereo not given)
    ., 5%, .
O=C1Nc2ccccc2-n2nnnc2C1N1CCN(c2ccc(C(F)(F)F)cn2)CC1 (stereo not given)
    ., -3%, .
CC1(C(=O)NCc2ccccc2)CSCC(=O)N1C1CCN(Cc2ccccc2)CC1 (stereo not given)
    ., 12%, .
CSCCC(C(=O)NC1CCCC1)n1c(-c2ccccn2)nc2ccccc21 (stereo not given)
    ., 29%, .
CCOC(=O)C1=CCN(S(=O)(=O)c2ccc(F)cc2)C1c1ccc(Cl)c(Cl)c1 (stereo not given)
    ., -1%, .

The list goes on:
Every second line gives: LmPK inh, AMA1 RON2 block, Tb PYK inh
Cc1cccc(C)c1NC(=O)C(c1ccc(C#N)cc1)n1c(=O)c(-c2ccccc2)nc2ccccc21 (stereo not given)
    ., 0%, .
CCOc1ccccc1CN1[C@@H](c2ccc(OC)cc2)CC(C(=O)OC)(C(=O)OC)[C@H]1c1ccccc1
    ., -13%, .
COc1ccc(CCN2C(=O)CSCC2(C)C(=O)Nc2ccc3c(c2)OCCO3)cc1OC (stereo not given)
    ., -3%, .
COC(=O)C1=CN(c2ccc(N3CCOCC3)cc2)C(N)=C(C#N)C1c1ccccc1 (stereo not given)
    ., -8%, .
Cc1ccc(S(=O)(=O)/C=C2\OCc3ccccc32)cc1
    ., -11%, .
COC(=O)[C@]12CCCCC=C1N(CCc1ccc(OC)c(OC)c1)C(=O)[C@H](CC(=O)NCc1ccc(C)o1)C2
    ., -11%, .
CCCc1nc2ccccc2n1C(CC)C(=O)NC(C)(C)C (stereo not given)
    ., 13%, .
CCOC(=O)CC1(C)Oc2ccccc2N1S(=O)(=O)c1ccc(C)cc1 (stereo not given)
    ., 5%, .
O=C(NC1CCCCC1)C(c1ccncc1)n1c(=O)c(-c2cc3ccccc3[nH]2)nc2ccccc21 (stereo not given)
    ., 37%[activator], .
CCc1ccc(N2C=C(C(=O)OC)C(c3ccccc3F)C(C#N)=C2N)cc1 (stereo not given)
    ., 22%, .
Cc1cccc(C)c1NC(=O)C1(C)CSCC(=O)N1Cc1ccco1 (stereo not given)
    ., -11%, .
COc1ccc(CN2C(=O)C(CC(=O)NCCCCc3ccccc3)CC(C(=O)N3CCCCCC3)=C2C)cc1 (stereo not given)
    ., -16%, .
CCOC(=O)C[C@@H]1OC[C@H](CO)N1S(=O)(=O)c1ccc(C)cc1
    ., 16%, .
COc1ccc(C2=Nc3ccccc3N(C(=O)c3cccnc3)C2C(=O)NC2CCCC2)cc1 (stereo not given)
    ., -8%, .
COc1ccc(C(C(=O)NC2CCCCC2)n2c(=O)c(-c3ccco3)nc3ccccc32)cc1 (stereo not given)
    ., 3%, .
Cc1ccc(S(=O)(=O)N2C3CCCCC3O[C@H]2CC(=O)c2cccs2)cc1 (stereo not given in full)
    ., -11%, .
Nc1sccc1C(=O)NC1CC1
    ., 28%, .
CCC(C(=O)NCc1ccccc1)n1c(C2CCN(C(C)=O)CC2)nc2ccccc21 (stereo not given)
    ., 0%, .
